BRCA1 expr up – qHTS Assay to Identify Small Molecule Activators of BRCA1 Expression; MCF7-BRCA1-FFLuc reporter, luminescence, 48 h; response scale: scaled: vehicle 0%, 10 µM genistein 100%; Potency, µM (top dose mostly 46.1 µM), without a hit: at the top dose activation, actives largely listed as activators; 1.1% of 380,000 active; AID 624202, 2012; further: potency means the concentration at half of the fitted maximal effect; nearly all actives have a fitted effect of over 80% in size; some results filed as inactive show a strong effect at the top dose
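MCF7-BRCA1-FFLuc, 2000 cells/well; 2 h attach, 37 °C/5% CO2; compound 48 h; luciferase substrate 15 min; luminescence end-point. Norm. to genistein 10 microM max activation and DMSO; concentration-response curves fitted.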
ELG1 repair inh – qHTS screen for small molecules that inhibit ELG1-dependent DNA repair in human embryonic kidney (HEK293T) cells expressing luciferase-tagged ELG1; HEK293T ELG1-luciferase reporter, luminescence, 16 h; DNA damage induced by 5-fluorouridine; Potency, µM (series often up to 46.1 µM), for inactives: at the highest dose activity change, negative = inhibition, most hits filed as inhibitors; 2.3% of 330,000 active; further: potency means the concentration at half of the fitted maximal effect; on the % scale 0 is the no-effect control and ±100 the full control effect; nearly all actives have a fitted effect of over 55% in size
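5-Fluorouridine DNA damage + compound/DMSO, 2,000 cells/well, 16 h, 37 °C/5% CO2. ONE-Glo, 30 min RT, luminescence. Readout = decrease in reporter signal.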
TRPV1 ag – HTS Assay for Compounds that Act as Agonists of the Vanilloid Receptor 1; TRPV1-expressing cells, Fluo-8 calcium influx, agonist mode; activation, % at 8.33 µM; 0.19% of 320,000 active; in the data active means activation above about 80%; inconclusive means between about 30% and that limit; further: 0% is about no effect
Target sequence (Q8NER1 whole entry, looked up): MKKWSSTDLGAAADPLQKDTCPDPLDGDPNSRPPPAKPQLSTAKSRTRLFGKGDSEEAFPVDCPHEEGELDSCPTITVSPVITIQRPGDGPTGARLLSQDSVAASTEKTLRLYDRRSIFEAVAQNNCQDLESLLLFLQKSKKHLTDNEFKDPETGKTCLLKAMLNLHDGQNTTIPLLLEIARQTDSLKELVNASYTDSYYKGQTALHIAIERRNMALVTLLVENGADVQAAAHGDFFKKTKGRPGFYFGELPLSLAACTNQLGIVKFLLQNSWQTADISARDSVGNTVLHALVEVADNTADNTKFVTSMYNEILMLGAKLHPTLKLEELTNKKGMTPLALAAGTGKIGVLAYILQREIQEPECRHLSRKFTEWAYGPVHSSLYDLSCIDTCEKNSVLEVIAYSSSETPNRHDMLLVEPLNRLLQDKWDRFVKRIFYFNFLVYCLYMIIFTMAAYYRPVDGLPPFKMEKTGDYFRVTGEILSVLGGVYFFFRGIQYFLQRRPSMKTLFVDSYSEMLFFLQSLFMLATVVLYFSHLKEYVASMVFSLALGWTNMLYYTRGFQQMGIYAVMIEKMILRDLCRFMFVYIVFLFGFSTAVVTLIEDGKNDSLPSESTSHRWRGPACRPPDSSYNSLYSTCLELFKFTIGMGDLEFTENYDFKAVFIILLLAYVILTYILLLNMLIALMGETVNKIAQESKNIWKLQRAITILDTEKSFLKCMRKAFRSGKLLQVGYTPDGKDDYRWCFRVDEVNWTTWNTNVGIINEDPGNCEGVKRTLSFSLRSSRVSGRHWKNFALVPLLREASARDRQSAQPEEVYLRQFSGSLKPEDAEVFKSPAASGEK
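Fluo-8 calcium influx in TRPV1-expressing cells, kinetic read (ex 480/em 520 nm). Compound added and read 3 min for agonist activity, followed by capsaicin at EC20 final and 2 min further read for enhancement.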
MLL CXXC-DNA inh – qHTS Fluorescence Polarization Assay for Inhibitors of MLL CXXC domain - DNA interaction. 0.037% of 290,000 active. MLL-CXXC / FITC-HOXA9 DNA fluorescence polarization. Potency, µM (top dose mostly 115 µM), for the others: at the top dose activity change, negative = inhibition, actives largely listed as inhibitors. AID 2662, 2010. Histone-lysine N-methyltransferase 2A (Homo sapiens), Q03164; active means well fitted inhibition curve with a large enough effect in the polarisation, with a control signal flat, not every such curve was filed as active; inconclusive means small, poorly fitted or top-dose-only effect, or effect the other way, or a change in a side signal; inactive means no such curve, though single readings can be large or run the other way; the % refers to the polarisation; further: potency means the concentration at half of the fitted maximal effect
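Steps: dispense CXXC domain solution (7 uM) → pin compounds or unlabeled HOX-A9 DNA control → 5 min ambient → add FLSN-HOX-A9 solution (50 nM) → spin → 30 min ambient → fluorescence polarization. Tris pH 7.5/NaCl/DTT/BSA buffer.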
B2AR arrestin – qHTS assay of beta-arrestin-biased ligands of beta2-adrenergic receptor | beta-arrestin recruitment to beta2AR, cell-based reporter | Potency, µM (highest dose often 46.1 µM), for the others: at the highest dose activation, actives largely listed as activators | AID 492947, 2010 | Beta-2 adrenergic receptor (Homo sapiens), P07550 | 0.02% of 330,000 active;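 further: potency means the concentration at half of the fitted maximal effect; 0% = DMSO controls and full agonism = EC100 isoproterenol or metaproterenol; nearly all actives have a fitted effect of over 65% in size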
AT treatment – qHTS Assay for Identifying a Potential Treatment of Ataxia-Telangiectasia. […] A-T fibroblasts, KAP-1 phosphorylation AlphaLISA; neocarzinostatin DNA damage 30 min before lysis. Potency, µM (highest dose often 57.5 µM), without a hit: top-dose activation, most hits filed as activators. 0.19% of 320,000 active; further: potency means the concentration at half of the fitted maximal effect; % of control where 0% means no effect; nearly all actives have a fitted effect of over 45% in size
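hTERT-immortalized A-T patient fibroblasts ([…]), 500 cells/well in OPTI-MEM, 1% FBS, got compounds for 60 min, then NCS for 30 min at 37C. Lysates were then assayed for phospho-KAP-1 by AlphaLISA (anti-pKAP1 donor, anti-KAP1 acceptor beads), 6 hr at 25C.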
Integrin act MD – qHTS for Activators of Integrin-Mediated Alleviation for Muscular Dystrophy | Potency, µM (doses to about 38.3 µM), for the others: top-dose activation, usual class: activators | alpha7betagal myoblasts, beta-gal FDG fluorescence, 48 h | 0.064% of 350,000 active;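 further: potency means the concentration at half of the fitted maximal effect; 100% = response of the positive control SU9516; nearly all actives have a fitted effect of over 60% in size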
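alpha7betagal+/- myoblasts (passage 13, 250/well) treated 48 h at 37C with compounds at 1:260 dilution of DMSO stock. Lysed, then beta-galactosidase activity read as FDG fluorescence (ex 480/em 540) after 30 min, with pre-read for autofluorescence.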
p53 reactivation – qHTS assay for re-activators of p53 using a Luc reporter | H1299 p53-A138V BP100-luciferase reporter, luminescence, 24 h | Potency, µM (doses to about 92.2 µM), for the others: at the highest dose activity change, positive = activation, usual class: activators | 0.063% of 320,000 active; further: potency means the concentration at half of the fitted maximal effect; % of control where 0% means no effect; nearly all actives have a fitted effect of over 45% in size
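H1299 (p53-null), stable ts p53-A138V + BP100-Luc; 1000 cells/well, Opti-MEM/10% FBS; cpd 4 pt, 1:5; 24 h, 37 deg C, 5% CO2; detection reagent 10 min RT; luminescence.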
TCR activator – Activators of T cell receptors: qHTS campaign | Potency, µM (top dose mostly 9.22 µM), for the others: at the highest dose activation of IL-2 secretion, most hits filed as activators | 330,000 tested, under 10 active | primary human leukocytes, anti-CD3, IL-2 HTRF, 48 h; further: % of control where 0% means no effect
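Readout: HTRF IL-2, Eu-cryptate/d2 antibody pair, 320nm excitation, 665nm emission. Stimulus: a-CD3 beads, no co-stimulation. Cells: primary human leukocytes. Exposure: 48 hr with compound.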
TSG101-PTAP inh – qHTS Assay for Iinhibitors of HIV-1 Budding by Blocking the Interaction of PTAP/TSG101 | Tumor susceptibility gene 101 protein (Homo sapiens), Q99816 | Fluorescence polarization, FITC-PTAP peptide / Tsg101 binding | Potency, µM (top dose mostly 115 µM), inactives show at the top dose activity change, negative = inhibition, actives largely listed as inhibitors | 340,000 tested, under 10 active; active means well fitted inhibition curve with a large enough effect in the main read-out, with a control signal flat, not every such curve was filed as active; inconclusive means small, poorly fitted or top-dose-only effect, or effect the other way, or a change in a side signal; inactive means no such curve, though single readings can be large or run the other way; further: potency means the concentration at half of the fitted maximal effect; % of control where 0% means no effect
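Steps: Tsg101 binding domain dispensed (10 uM final), compounds pinned in DMSO, FITC-labeled PTAP-motif peptide added (50 nM final); after 20 min binding at room temperature, polarization measured.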
The depositor's hits bear a star; ? = inconclusive; . = no result given; & = joins results of further samples; [ ] = dose if it differs, or a comment. Unless noted, the call rests on the fitted dose curve; in most records, active means well fitted curve in the direction sought with a large enough effect; inconclusive means small, poorly fitted or top-dose-only effect, or another doubt; inactive means no such curve, though single readings can be large; an effect the other way counts as inactive or inconclusive.

Value order: BRCA1 expr up | ELG1 repair inh | TCR activator | p53 reactivation | TRPV1 ag | TSG101-PTAP inh | MLL CXXC-DNA inh | B2AR arrestin | AT treatment | Integrin act MD
Cn1c(SCC(=O)NCc2ccc3c(c2)OCO3)ncc(C(=O)Nc2ccc(F)cc2)c1=O
    -27% | 16% | 4% | 4% | 1 | 0% | . | -1.0% | 7% | -11%
C=CCN(c1ccccc1OC)S(=O)(=O)c1cccc(C(=O)OCC(=O)N2CC(C)OC(C)C2)c1 (stereo not given)
    -18% | -22% | -4% | -3% | . | -4% | . | -0.5% | 8% | 9%
O=C(c1nc2ccccn2c1CNCCCn1nnc2ccccc21)N1CCOCC1
    1% | 4% | -5% | -2% | 1 | 0% | 3% | 0.1% | 1%[11.5 µM] | 10%
COC(=O)[C@]1(Cc2ccccc2)N[C@H](CN(C)C(=O)Nc2ccc(OC)cc2)[C@@H]2C(=O)N(Cc3ccccc3)C(=O)[C@@H]21
    -20% | -8% | -1% | 7% | . | -3% | . | 3.4% | -38%[inhibitor] | -3%
O=C(N/N=C/c1ccncc1)c1sc2ccccc2c1Cl
    -17% | 11% | -9% | -1% | 25 | 1% | 8% | 0.2% | 0% | 5%
COc1ccc(CNC(=O)c2cc(=O)c3cc(C)c(C)cc3o2)cc1
    -9% | -8% | 0% | -2% | 21 | -1% | -3% | -0.1% | -3% | 12%
CC(=O)Nc1ccc(S(=O)(=O)N(CC(=O)Nc2cc(C)on2)Cc2ccc(F)cc2)cc1
    -34% | ? | -2% | -3% | 6 | 1% | 5% | 0.5% | -23% | 9%
Cc1ccc(N(C(=O)c2csnn2)C(C(=O)NC2CCCC2)c2ccncc2)c(C)c1 (stereo not given)
    -14% | 14% | 1% | -1% | -2 | -6% | 3% | 0.3% | -8% | -32%
N#C/C=C(/N)N1CCN(c2ccc(Cl)c(Cl)c2)CC1
    -20% | 0% | -5% | -16% | -2 | -1% | 2% | 0.0% | 4% | -8%
CCn1c(SCC(=O)c2ccc(Cl)cc2)nnc1C(C)C
    ? | ? | -3% | ? | 2 | -3% | -3% | ? | 7% | 2%
COc1ccc(CCNC(=O)C2CCN(C(=O)c3ccc(OC)c(OC)c3)CC2)cc1
    3% | -18% | -8% | 5% | 4 | 0% | -3% | -0.3% | -7% | 0%
CN1C2=C(C(=O)CC(C)(C)C2)C(c2cccs2)C2=C1CC(C)(C)CC2=O
    -25% | . | -8% | . | . | -1% | . | . | . | ?
O=C(Nc1ccc2c(c1)OCO2)c1ccc(=O)[nH]n1
    11µM* | ? | 1% | 11% | 3 | -2% | 5% | -0.1% | -7% | 1%
CC(=O)Nc1ccc(NC(=O)CCC(=O)NCCO)cc1
    8% | -4% | 0% | -1% | 0 | -5% | -3% | 0.0% | 4% | -6%[7.66 µM]
COc1ccc(C(=O)N2CCN(Cc3ccc4c(c3)OCO4)CC2)cc1[N+](=O)[O-]
    -7% | ? | -3% | 10% | -8 | -5% | -1% | 0.1% | -1% | 0%
CCc1cccc(NC(=S)Nc2cccc3ccccc23)c1
    -22% | 0% | 2% | 0% | -4 | 0% | -5% | -0.2% | -1% | 19%
Cc1[nH]c2ccccc2c1C1=CC(=O)C=CC1=O
    -65% | . | -1% | . | . | -7% | . | . | . | -46%[inhibitor]
COc1ccccc1CCC(=O)Nc1cccc(S(=O)(=O)N2CCCC2)c1
    -18% | ? | -3% | -21% | 7 | -1% | ? | -0.7% | 4% | 3%
O=[N+]([O-])c1ccc(CN2CCN(c3ncccn3)CC2)cc1
    0% | 7% | -3% | 10% | 1 | -6% | 14% | -0.9% | -8% | 5%
C/C(Cl)=C/Cn1c(SCCN2CCOCC2)nc2c1c(=O)[nH]c(=O)n2C
    -21% | -2% | 4% | -13% | 15 | -2% | 2% | 0.0% | 3% | -19%
CN(C)C(=O)CN1C(=O)NC2(CCCc3ccccc32)C1=O (stereo not given)
    8% | -2% | -3% | -4% | -5 | -4% | 1% | -0.7% | 25% | ?
COc1cc(C(c2nnnn2C(C)(C)C)N2CCN(c3nc4ccccc4s3)CC2)ccc1O (stereo not given)
    12% | 14% | -5% | 8% | 4 | -7% | -2% | 0.1% | -1% | -2%
CC(NC(=O)c1ccc(F)cc1Cl)C1CC2CCC1C2 (stereo not given)
    27% | ? | 4% | 10% | 12 | 1% | -4% | -1.1% | -3% | -27%
CC1(C)CC(=O)C2=C(C1)N(c1ncn[nH]1)C(N)=C(C#N)C2c1ccccc1 (stereo not given)
    -5% | 10% | 0%[46.1 µM] | -1% | 4 | -4% | -6% | -0.7% | 0% | -4%
CC(C)[C@H](NC(N)=O)C(=O)Nc1ccc2c(c1)CCC2
    1% | ? | 7% | 3% | 3 | -6% | -9% | -1.2% | 0% | 13%
Cc1ccc(NS(=O)(=O)c2c(C)[nH]c(C)c2C(=O)N2CCCCC2)cc1Cl
    0% | 3% | 2% | -4% | 0 | -9% | 6% | 0.3% | -11% | ?
O=C(Nn1c(Cc2ccccc2)nc2ccccc2c1=O)c1c(O)c2cccc3c2n(c1=O)CCC3
    -21% | -18% | 0% | 2% | -1 | -8% | 23% | 0.4% | -1%[11.5 µM] | 0%
CCC(C)(C)NC(=O)C(NS(=O)(=O)c1cccs1)c1ccccc1 (stereo not given)
    9%&10% | -5% | 5% | 0% | 8 | -10% | 5% | -0.2% | -6% | 4%
COc1ccc(C(=O)OCC(=O)Nc2ccc([N+](=O)[O-])cc2OC)c(O)c1
    -1% | -20% | -5% | 0% | -5 | -2% | -4% | -1.1% | -2% | -8%
CC1=CC2=NC(=O)/C(=C\c3ccc(-c4ccc(Cl)cc4)o3)C(=N)N2O1
    . | ? | -6%[46.1 µM] | ? | -1 | . | ? | -0.4% | 7% | .
Cc1cc(C)cc(N2C(=O)CC(N3CCOCC3)C2=O)c1 (stereo not given)
    0% | -5% | 2% | 1% | 7 | -2% | -5% | 0.2% | -6% | 17%
O=C(NCCCc1ccccc1)c1cnc2n(c1=O)CCS2
    6.3µM* | ? | 3% | ? | 22 | 0% | -3% | -0.2% | -13% | -6%[7.66 µM]
N#C/C(C(N)=O)=C1/SC(Cc2ccc(F)cc2)C(=O)N1c1ccccc1 (stereo not given)
    5% | 5% | -9% | -2% | 0 | -6% | 15% | -1.5% | 4% | 4%
CCOC(=O)c1ccccc1NC(=O)CSc1nnnn1C
    -3% | 8% | 0%[46.1 µM] | -4% | 4 | -3% | 19% | 0.2% | 1% | 19%
COc1cc([N+](=O)[O-])ccc1NC(=S)N1CCOCC1
    0% | -1% | 0% | 17% | 2 | -2% | ? | -0.9% | 1% | -23%
Cc1ccc(NC(=O)/C(=C/c2cccc([N+](=O)[O-])c2)NC(=O)C2CCCCC2)c(C)c1
    -14% | ? | -3% | -4% | -3 | -6% | 5% | -0.6% | -1% | 6%
Cc1ccc(OCC(=O)Nc2cccc(S(=O)(=O)N3CCCCCC3)c2)cc1C
    0% | -1% | -110% | -2% | 1 | 1% | . | 0.0% | 2% | -15%

5 records picked at random from those above:
Value order: BRCA1 expr up | ELG1 repair inh | TCR activator | p53 reactivation | TRPV1 ag | TSG101-PTAP inh | MLL CXXC-DNA inh | B2AR arrestin | AT treatment | Integrin act MD
CC(NC(=O)c1ccc(F)cc1Cl)C1CC2CCC1C2 (stereo not given)
    27% | ? | 4% | 10% | 12 | 1% | -4% | -1.1% | -3% | -27%
CC(=O)Nc1ccc(NC(=O)CCC(=O)NCCO)cc1
    8% | -4% | 0% | -1% | 0 | -5% | -3% | 0.0% | 4% | -6%[7.66 µM]
COc1ccc(C(=O)OCC(=O)Nc2ccc([N+](=O)[O-])cc2OC)c(O)c1
    -1% | -20% | -5% | 0% | -5 | -2% | -4% | -1.1% | -2% | -8%
Cc1ccc(N(C(=O)c2csnn2)C(C(=O)NC2CCCC2)c2ccncc2)c(C)c1 (stereo not given)
    -14% | 14% | 1% | -1% | -2 | -6% | 3% | 0.3% | -8% | -32%
Cc1[nH]c2ccccc2c1C1=CC(=O)C=CC1=O
    -65% | . | -1% | . | . | -7% | . | . | . | -46%[inhibitor]

Assay outcomes deposited in PubChem BioAssay by National Center for Advancing Translational Sciences (NCATS).
